GPR151 ag – human GPR151 activation; AID 1508602; PathHunter beta-arrestin GPR151 cells, luminescence; activation, % at 11.2 µM; 650,000 tested, 1% active; in the data active = activation above about 4.9%;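 also: 0% = median of compound wells and 100% = cells with positive control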
Target sequence (Q8TDV0 whole entry, looked up): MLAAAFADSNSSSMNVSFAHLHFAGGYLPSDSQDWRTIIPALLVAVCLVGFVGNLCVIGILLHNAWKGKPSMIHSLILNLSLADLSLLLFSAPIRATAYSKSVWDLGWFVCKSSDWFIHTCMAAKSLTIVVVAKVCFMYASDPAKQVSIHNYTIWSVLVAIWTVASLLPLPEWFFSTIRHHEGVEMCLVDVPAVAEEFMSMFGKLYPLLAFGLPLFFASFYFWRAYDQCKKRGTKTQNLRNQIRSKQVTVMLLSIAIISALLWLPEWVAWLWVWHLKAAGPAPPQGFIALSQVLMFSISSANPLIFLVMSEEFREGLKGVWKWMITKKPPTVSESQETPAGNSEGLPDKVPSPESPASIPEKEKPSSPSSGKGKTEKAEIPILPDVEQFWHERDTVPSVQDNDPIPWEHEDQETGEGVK
TEAD-YAP block – TEAD-YAP interaction inhibition. inhibition, % at 9.12 µM. HEK-TIYL cells, TEAD-Gal4/YAP UAS-luciferase luminescence. 640,000 tested, 1.4% active; in the data active = inhibition above about 32%;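 also: 0% = median of test compound wells and 100% = reference inhibitor wells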
FBW7 activator – human FBW7 E3 ligase activation, primary screen; AlphaScreen FBW7–phospho-cyclin E peptide binding, activator screen; normalized activity (activation), % at 26.1 µM; 650,000 tested, 0.13% active; in the data active = normalized activity above about 1.9%;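 also: purified mutant Fbw7 with reduced substrate affinity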
MITF primary – blocks human microphthalmia-associated transcription factor. O75030. AlphaScreen MITF homodimerization, bead proximity signal. inhibition, % at 2.6 µM. 650,000 tested, 0.91% active; in the data active = inhibition above about 50%;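 also: 0% = vehicle wells with protein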
Target sequence (O75030 whole entry, looked up): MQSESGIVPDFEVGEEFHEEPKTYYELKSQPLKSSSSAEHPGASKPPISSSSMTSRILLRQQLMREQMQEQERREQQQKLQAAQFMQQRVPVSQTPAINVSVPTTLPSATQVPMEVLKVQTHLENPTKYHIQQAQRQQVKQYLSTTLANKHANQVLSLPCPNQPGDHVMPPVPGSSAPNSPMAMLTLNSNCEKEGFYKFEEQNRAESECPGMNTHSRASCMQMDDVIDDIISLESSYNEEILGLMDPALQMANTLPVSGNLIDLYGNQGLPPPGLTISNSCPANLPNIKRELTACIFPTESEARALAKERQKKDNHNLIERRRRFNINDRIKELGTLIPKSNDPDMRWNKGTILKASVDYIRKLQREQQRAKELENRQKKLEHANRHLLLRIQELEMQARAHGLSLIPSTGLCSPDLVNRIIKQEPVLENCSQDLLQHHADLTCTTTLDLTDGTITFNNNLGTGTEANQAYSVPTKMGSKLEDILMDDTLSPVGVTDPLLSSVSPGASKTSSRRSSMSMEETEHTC
* marks the source's active call; other numbers are inactive results.

compound	GPR151 ag	TEAD-YAP block	FBW7 activator	MITF primary
CCOc1cccc(N2C(=O)CC(NCc3ccc4c(c3)OCO4)C2=O)c1 (stereo not given)	-0.2	-6	0.3	4
Cc1c(/C=N/NC(=O)c2cccc([N+](=O)[O-])c2)c2ccccn2c1C(=O)c1ccncc1	0.0	5	-0.1	-5
O=C(Cc1ccccc1)Nc1ccnn1C1CCN(Cc2c[nH]c3ccccc23)CC1	-1.0	2	-0.2	-1
CCCC(=O)N1CCC[C@@H](Cn2nc(-c3cccs3)ccc2=O)C1	-0.2	5	0.0	8
CCOCCn1c(=O)c2c(nc3n(-c4ccc(CC)cc4)c(C)c(C)n23)n(C)c1=O	4.0	-12	0.2	6
O=C(NCc1ccccc1)c1cc2ccccc2oc1=O	0.2	-2	0.0	11
O=C(CSc1nc(-c2ccccc2)cs1)N1CCOCC1	-2.3	-35	0.0	-2
O=C(N/N=C/c1c(O)ccc2ccccc12)C1CC12CCC2 (stereo not given)	-0.4	-21	0.2	11

(further entries)
compound	GPR151 ag	TEAD-YAP block	FBW7 activator	MITF primary
O=[N+]([O-])c1ccn(Cc2cccc(Cl)c2)n1	0.1	3	-0.1	2
CCOc1ccc(S(=O)(=O)N2CCN(c3cccc(Cl)c3)CC2)cc1	-0.9	-1	0.2	-4
CC(=O)OC(OC(C)=O)C12C=CC(O1)C1C(=O)N(c3cccc(Cl)c3)C(=O)C12 (stereo not given)	-0.7	-1	0.1	-8
O=C(Nc1ccc2oc(-c3ccccc3F)nc2c1)c1cc(I)ccc1Cl	-1.6	-17	-0.1	-10
Cc1[nH]c2ccccc2c1C(=O)C(=O)N(C)c1ccccc1	3.4	8	-0.1	4
COc1cc2nc(SCC(=O)NCc3ccco3)n(Cc3ccc(Cl)cc3)c(=O)c2cc1OC	3.2	-2	0.1	-4
Cc1ccc(C)c(NC(=O)CC(C)S(=O)(=O)c2ccc3c(c2)SCC(=O)N3)c1 (stereo not given)	-0.5	6	0.1	4
CCOC(=O)c1c(NC(=O)c2nn3c(c2Br)NC(c2ccco2)CC3C(F)(F)F)sc2c1CCC(C)C2 (stereo not given)	1.1	14	0.1	-3

New compounds follow
compound	GPR151 ag	TEAD-YAP block	FBW7 activator	MITF primary
O=C(NCC1COc2ccccc2O1)c1cnc(N2CCN(c3ccccn3)CC2)c2ccccc12 (stereo not given)	0.4	41*	-0.1	-6
CN(C)S(=O)(=O)Nc1ccc(Br)cc1	0.5	12	0.0	37
CC(=O)N1N=C(C)CC1C1=C(C)CCCC1(C)C (stereo not given)	1.0	2	0.1	16
CCc1ccc(S(=O)(=O)c2cnc3ccccc3c2N2CCOCC2)cc1	-0.1	-3	0.2	5
COc1cc(OC)cc(C(=O)Nc2cccc(Cl)c2N2CCCC2)c1	0.8	-3	0.0	-3
COc1ccc(C2C(C(N)=O)=C(C)Nc3nc(-c4ccccc4OC)nn32)cc1 (stereo not given)	0.2	0	0.0	2
O=C(Nc1ccc(-c2ccn[nH]2)cc1)C1CCCN(Cc2ccc3c(c2)CCO3)C1 (stereo not given)	0.2	-2	-0.1	-8
COc1ccc2cc(CCNC(=O)Cc3ccccc3)c(=O)[nH]c2c1	-1.0	15	0.0	30

(cont.)
compound	GPR151 ag	TEAD-YAP block	FBW7 activator	MITF primary
COCCNC(=O)COc1ccc(C)cc1Br	-1.3	-30	-0.1	3
CCn1c(=O)n(CC)c2cc(S(N)(=O)=O)ccc21	-0.7	-10	-0.1	17
O=C(COC(=O)/C=C/c1ccco1)Nc1ccc(S(=O)(=O)N2CCOCC2)cc1	-0.8	-4	0.1	11
Cc1nc(SCC(=O)Nc2sc3c(c2C#N)CCCC3)c2c3c(sc2n1)CCC3	0.6	-2	-0.1	-1
O=C(NCc1ccc(F)cc1)c1cccc(Br)c1	-2.0	0	0.3	16
COc1ccc2oc(-c3csc(NC(=O)Cc4ccccc4)n3)cc2c1	1.6	-39	0.1	8
O=C(N/N=C/c1ccncc1)c1ccc(CN2c3cccc4cccc(c34)S2(=O)=O)cc1	1.4	-5	0.2	-17
COc1ccc(CN2CCN(C3CCCC3)C(CCO)C2)c(C)c1C (stereo not given)	-1.3	3	0.2	16

Next section
compound	GPR151 ag	TEAD-YAP block	FBW7 activator	MITF primary
O=C(NCC1CCCO1)C(=O)Nc1ccc2nc3n(c(=O)c2c1)CCCCC3 (stereo not given)	-0.5	4	0.1	7
CC(C)n1c(N2CCC(N3CCOCC3)CC2)nc2c(Nc3ccc(N4CCOCC4)cc3)ncnc21	0.3	8	0.1	14
O=[N+]([O-])/C=C/Nc1cc([N+](=O)[O-])cc(Cl)c1O	1.9	5	-0.2	29
CCCNC(=O)NC(C)c1nc(-c2ccncc2)n[nH]1 (stereo not given)	-0.5	3	0.8	9
O=C(Nc1ccnn1C1CCN(CCCC2CCCC2)CC1)C1CC1	-1.4	3	0.1	12
C1CCC(n2nnnc2CN2CCN(C3CCCC3)CC2)CC1	0.5	4	0.2	11
CCN1C(=O)c2cccc3c(NC(=O)c4c(F)cccc4F)ccc1c23	-0.5	2	0.0	12
Cc1ccccc1NC1SC(=O)N(Cc2cccc(C(=O)O)c2)C1=O (stereo not given)	-1.1	-10	0.0	3

In another format: 3 of the compounds above.
CCCNC(=O)NC(C)c1nc(-c2ccncc2)n[nH]1 (stereo not given)
- GPR151 ag: -0.5
- TEAD-YAP block: 3
- FBW7 activator: 0.8
- MITF primary: 9
O=C(Nc1ccnn1C1CCN(CCCC2CCCC2)CC1)C1CC1
- GPR151 ag: -1.4
- TEAD-YAP block: 3
- FBW7 activator: 0.1
- MITF primary: 12
C1CCC(n2nnnc2CN2CCN(C3CCCC3)CC2)CC1
- GPR151 ag: 0.5
- TEAD-YAP block: 4
- FBW7 activator: 0.2
- MITF primary: 11

Next section.
compound	GPR151 ag	TEAD-YAP block	FBW7 activator	MITF primary
C=CCn1c(N2CCC(C(=O)NCCOC=C)CC2)nc2ccccc21	0.0	-4	-0.2	-7
Nc1cccc(/C=C/C(=O)c2ccccc2)c1	-0.5	-53	0.0	46
Cc1csc(NC(=O)CSc2ncnc3c(-c4ccccc4)nsc23)n1	0.1	-10	0.2	-3
Cc1ccc(Cn2c3ccccc3n3c(S(=O)(=O)O)nnc23)cc1	-1.2	3	-0.1	3
Cc1ccc(C2OC(=O)c3ccccc32)cc1F (stereo not given)	-1.3	-4	0.1	7
COc1cc(OC)c(C(=O)O/N=C(\N)c2ccccc2)cc1OC	0.0	-12	0.0	-4
Cc1cc(Br)ccc1NC(=O)COc1cccc(C(F)(F)F)c1	-0.5	-4	0.1	-14
COc1ccc(Cl)cc1NC(=O)c1c(NCc2cccnc2)sc2c1CCC(C)C2 (stereo not given)	1.3	14	0.2	13

The results go on:
compound	GPR151 ag	TEAD-YAP block	FBW7 activator	MITF primary
CC(=O)Nc1cccc(NC(=O)C2(c3cccs3)CCOCC2)c1	-0.4	-6	1.1	7
Cc1ccccc1C(=O)Nc1sc2c(c1C(=O)N1CCCCCC1)CCCC2	0.5	8	-0.2	7
CCc1ccccc1NC(=O)C1CCCN(S(=O)(=O)c2c(C)noc2C)C1 (stereo not given)	-0.4	20	0.8	2
O=C1c2cccc3cccc(c23)C(=O)N1c1ccc(I)cc1	0.4	4	0.1	-7
CCOc1ccc2c(c1)cc(C(=O)O)n2C	-0.4	-4	0.1	5
CC(C)OCCCNC(=O)C1CCC(=O)N1C(C)C (stereo not given)	3.2	1	0.1	-11
O=C(N/C(=C\c1ccc2c(c1)OCO2)C(=O)N1CC2CC(C1)c1cccc(=O)n1C2)c1ccccc1F (stereo not given)	1.6	-4	-0.1	-4
O=C(OCC(=O)N1CCCc2ccccc21)c1cc(=O)c2ccccc2o1	-1.4	-2	0.7	19

The list continues.
compound	GPR151 ag	TEAD-YAP block	FBW7 activator	MITF primary
N#CCCN(NC(=O)c1ccccc1Br)C1=NS(=O)(=O)c2ccccc21	2.9	11	0.1	-4
Cc1sc2nc(SCC(=O)NCCCN3CCOCC3)n(-c3ccccc3)c(=O)c2c1C	1.8	-13	-0.1	-2
Cc1cccc(OCC(=O)n2cnnc2N)c1	-0.6	-4	-0.2	0
N#Cc1c(N)nc2sc(C(=O)c3ccc(Cl)cc3)c(N)c2c1-c1ccc(O)cc1	1.3	6	0.1	-4
O=c1ccc(-c2ccco2)cn1Cc1ccc(F)cc1F	1.2	12	0.0	11
O=C(Nc1cc(NC(=O)c2ccc([N+](=O)[O-])o2)ccc1Cl)c1ccccc1	-0.7	15	-0.1	4
CCNC(=S)NNC(=O)c1cccc(S(=O)(=O)N2CCN(C(C)=O)CC2)c1	-1.4	0	-0.2	10
O=C(Nc1ccc2c(c1)OCO2)c1oc2ccccc2c1NC(=O)C1CCCO1 (stereo not given)	0.2	-9	0.0	12

The list goes on.
compound	GPR151 ag	TEAD-YAP block	FBW7 activator	MITF primary
O=C(CSc1nc2c(c(=O)n1-c1ccccc1)SCC2)NCCc1ccccc1	-0.5	6	0.5	-20
COc1ccc(C2NC(=O)NC(C)=C2C(=O)OCc2ccccc2)cc1OC (stereo not given)	3.2	2	-0.3	10
CCn1nnc2c(Nc3cccc(C)c3C)ncnc21	-1.5	-31	-0.2	-4
Cn1c(-c2ccccc2)nn(CN2CCCCC2)c1=S	-0.8	3	-0.1	7
COc1ccc(/C=N/NC(=O)CNC(=O)c2ccc(Br)cc2)cc1[N+](=O)[O-]	-0.3	-3	-0.1	2
NS(=O)(=O)c1cccc(NC(=O)c2cc(-c3cccs3)nc3ccccc23)c1	0.0	14	0.1	17
COC(=O)c1ccccc1NC(=O)CN(c1c(C)cccc1C)S(C)(=O)=O	0.7	-13	0.0	4
CC(C)c1ccc(C(=O)Nc2ccc3[nH]c(=O)[nH]c3c2)cc1	-0.6	-6	0.0	7

Structures above that have a thiophene ring, fused or not, in the order listed:
compound	GPR151 ag	TEAD-YAP block	FBW7 activator	MITF primary
CCCC(=O)N1CCC[C@@H](Cn2nc(-c3cccs3)ccc2=O)C1	-0.2	5	0.0	8
CCOC(=O)c1c(NC(=O)c2nn3c(c2Br)NC(c2ccco2)CC3C(F)(F)F)sc2c1CCC(C)C2 (stereo not given)	1.1	14	0.1	-3
Cc1nc(SCC(=O)Nc2sc3c(c2C#N)CCCC3)c2c3c(sc2n1)CCC3	0.6	-2	-0.1	-1
COc1ccc(Cl)cc1NC(=O)c1c(NCc2cccnc2)sc2c1CCC(C)C2 (stereo not given)	1.3	14	0.2	13
CC(=O)Nc1cccc(NC(=O)C2(c3cccs3)CCOCC2)c1	-0.4	-6	1.1	7
Cc1ccccc1C(=O)Nc1sc2c(c1C(=O)N1CCCCCC1)CCCC2	0.5	8	-0.2	7
Cc1sc2nc(SCC(=O)NCCCN3CCOCC3)n(-c3ccccc3)c(=O)c2c1C	1.8	-13	-0.1	-2
N#Cc1c(N)nc2sc(C(=O)c3ccc(Cl)cc3)c(N)c2c1-c1ccc(O)cc1	1.3	6	0.1	-4
NS(=O)(=O)c1cccc(NC(=O)c2cc(-c3cccs3)nc3ccccc23)c1	0.0	14	0.1	17

(continued)
compound	GPR151 ag	TEAD-YAP block	FBW7 activator	MITF primary
CC1(C)OC(=O)C(=CNc2ccccc2[N+](=O)[O-])C(=O)O1	-0.8	-4	0.2	10
CCOC(=O)c1ccccc1NC(=O)n1ncc2c(C)cccc21	4.0	-10	0.1	12
Cc1cc(S(=O)(=O)N2CCN(Cc3ccc4c(c3)OCO4)CC2)ccc1-n1cnnn1	-0.1	-4	0.0	8
O=C(O)c1ccc2c(c1)C(=O)N(c1cccc(NC(=O)c3cccs3)c1)C2=O	-1.7	-3	0.3	-8
O=C(c1cccc(Cl)c1)c1ccc2c(c1)OCCO2	1.6	-37	0.1	-17
Cc1ccc(-n2c3c(cc(C(=O)NCc4ccccc4)c2=O)C(=O)CC(C)(C)C3)cc1	-1.1	-11	-0.1	1
NC1=C([N+](=O)[O-])C(c2ccc3c(c2)OCO3)C2=C(CCCC2=O)O1 (stereo not given)	-0.8	5	0.2	15
CCOC(=O)c1c(NC(=O)c2cccc(C(=O)Nc3sc4c(c3C(=O)OCC)CCCC4)c2)sc2c1CCCC2	-0.1	8	0.0	0

Compound activity: PubChem BioAssay, The Scripps Research Institute Molecular Screening Center
